# M1 PAM parental = counter-screen for M1 PAMs: effect in parental CHO-K1 cells; ATP EC20, Fluo-8 calcium fluorescence; 0% at ATP EC20, 100% at ATP max; activation, % at 3 µM; hit rate 0.02% among 360,000;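 active = activation above the run cutoff, the mean activation of all test compounds plus 3 SD, cut at about 40% in these data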;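 also: peak over basal fluorescence ratio in a 140 s read after ATP addition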
# TAAR1 ag = agonists of human TAAR1; Q96RJ0; CHO RD-HGA16 TAAR1, Fluo-8 calcium fluorescence; vehicle wells 0%, saturating PEA agonist 100%; activation, % at 3 µM; hit rate 0.99% among 360,000; AID 624467;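 active = activation above the mean activation of all test compounds in the run plus 3 SD, cut at about 38% in these data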
# Target sequence (Q96RJ0 whole entry, looked up): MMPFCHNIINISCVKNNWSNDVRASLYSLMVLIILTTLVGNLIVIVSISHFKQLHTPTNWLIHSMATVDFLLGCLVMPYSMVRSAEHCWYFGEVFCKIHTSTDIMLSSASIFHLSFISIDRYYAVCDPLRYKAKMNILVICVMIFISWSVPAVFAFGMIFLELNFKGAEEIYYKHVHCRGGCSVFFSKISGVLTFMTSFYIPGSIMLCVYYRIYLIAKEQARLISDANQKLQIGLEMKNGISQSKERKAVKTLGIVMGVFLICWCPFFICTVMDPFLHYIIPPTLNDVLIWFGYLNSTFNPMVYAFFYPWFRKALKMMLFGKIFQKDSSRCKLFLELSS
#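 System: CHO-derived RD-HGA16 cells with stable Gα16 and human TAAR1 / Times: 17-24 h plating, Fluo-8 75 min 37 °C, 30 min RT / Technique: calcium-sensitive Fluo-8 signal, excitation 470-495, emission 515-575 nm / Measure: % activation relative to PEA EC100 response / Benchmarks: DMSO and PEA EC100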
# CHO parental Ca = counter-screen for OX1R antagonists: effect in parental CHO cells | inhibition, % at 5.6 µM | hit rate 0.63% among 330,000 | parental CHO-K1, ATP-induced calcium, Fluo-8 fluorescence;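 active = inhibition above that plate's mean sample inhibition plus 3 SD, cut at about 26% in these data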;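 also: 0% = ATP-challenged DMSO wells and 100% = DMSO wells without ATP; some compounds past the cut are filed as inactive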
#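 Assay system – parental CHO cells · Reagent – ATP stimulus · Detection – intracellular calcium via Fluo-8 no-wash fluorescent dye · Evaluation – percent inhibition of ATP-evoked calcium rise, normalized to controls · Controls – ATP wells versus no-ATP DMSO wells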
# TAAR1 antagonist = human TAAR1 antagonism; CHO RD-HGA16 TAAR1, Fluo-8 calcium fluorescence, antagonist; hit rate 1.5% among 360,000; inhibition, % at 3 µM;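 active = inhibition above a per-plate cutoff, the mean inhibition of test compounds on that plate plus 3 SD, cut at about 49% in these data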;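 also: 0% = DMSO plus EC80 beta-PEA response and 100% = DMSO alone without agonist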
#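 test system = CHO RD-HGA16 cells bearing hTAAR1 | replication = singlicate | controls = DMSO-only wells and EC80 β-PEA-stimulated wells | reagent = EC80 β-phenethylamine stimulus | read-out basis = percent inhibition of PEA-evoked calcium signal, max/basal emission ratio | schedule = seeding 17-24 h prior, 75-min 37 °C, 30-min RT dye loading | signal = kinetic Fluo-8 calcium fluorescence measurement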
# CHO-K1 Ca ag = nonselective activator or artifact in parental CHO-K1 cells; Fluo-8 calcium fluorescence; scaled to maximal ATP response, vehicle zero; activation, % at 3 µM; hit rate 0.48% among 360,000; in the data active = activation above about 15%;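 also: untransfected CHO-K1 host cells lacking M1 receptor as counterscreen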
# CHRM1 PAM = positive allosteric modulators of human M1 muscarinic receptor; activation, % at 3 µM; AID 588819; CHO-K1 hM1, Fluo-8 calcium fluorescence, ACh EC20; 0% = ACh EC20, 100% = maximal ACh; hit rate 0.088% among 360,000; in the data active = activation above about 19%, passing the limit was not always enough
# Target sequence (P11229 whole entry, looked up): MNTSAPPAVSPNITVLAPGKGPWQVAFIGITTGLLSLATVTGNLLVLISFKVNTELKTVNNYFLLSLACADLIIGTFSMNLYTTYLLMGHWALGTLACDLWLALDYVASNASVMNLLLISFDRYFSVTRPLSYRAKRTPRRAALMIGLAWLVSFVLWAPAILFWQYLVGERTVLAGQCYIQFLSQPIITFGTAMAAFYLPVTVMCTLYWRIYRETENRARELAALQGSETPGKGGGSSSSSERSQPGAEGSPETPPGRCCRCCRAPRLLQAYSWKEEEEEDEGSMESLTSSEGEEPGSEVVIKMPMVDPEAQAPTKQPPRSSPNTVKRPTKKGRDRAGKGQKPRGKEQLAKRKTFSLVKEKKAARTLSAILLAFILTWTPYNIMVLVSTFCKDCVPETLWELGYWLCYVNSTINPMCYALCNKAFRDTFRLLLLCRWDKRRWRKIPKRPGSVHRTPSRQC
# CHO-K1 Ca antag = nonselective inhibitor or artifact in parental CHO-K1 cells; AID 602250; ATP-induced calcium, Fluo-8 fluorescence; hit rate 0.6% among 360,000; inhibition, % at 3 µM;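 active = inhibition above a per-plate cutoff, the plate's mean sample inhibition plus 3 SD, cut at about 24% in these data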;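 also: 0% = DMSO plus EC80 ATP and 100% = DMSO alone without ATP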
# M1 ag = activates human CHRM1 receptor | CHO-K1 hM1, Fluo-8 calcium fluorescence, agonist mode; 0% DMSO, 100% acetylcholine EC100 | AID 588814 | P11229 | hit rate 0.33% among 360,000 | activation, % at 3 µM;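 active = activation above the run's mean compound activation plus 3 SD, cut at about 16% in these data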;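 also: peak over basal fluorescence ratio within a 140 s kinetic read after compound addition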
# M1 antag = blocks human M1 muscarinic receptor. CHO-K1 hM1, Fluo-8 calcium fluorescence, ACh EC80 antagonist. inhibition, % at 3 µM. AID 588852. hit rate 1.3% among 360,000. P11229;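 active = percent inhibition above its own plate's cutoff, namely the mean of that plate's compound wells plus 3 SD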;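 also: peak over basal fluorescence ratio during 140 s after agonist addition; 0% = ACh EC80 plus DMSO and 100% = DMSO alone without agonist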
# * hit, by the source's call; . = not tested or not shown.
mol	M1 PAM parental	TAAR1 ag	CHO parental Ca	TAAR1 antagonist	CHO-K1 Ca ag	CHRM1 PAM	CHO-K1 Ca antag	M1 ag	M1 antag
Cc1sc2ncn(CC(=O)NCCCOC(C)C)c(=O)c2c1S(=O)(=O)N1CCN(c2ncccn2)CC1	3	5	-15	1	-0.2	8	-3	-9	-4
Oc1ccc[n+](CCCCC[n+]2cccc(O)c2)c1	18	1	-2	-7	0.5	8	-25	-2	-32
O=c1c2c(nc3c(-c4ccc(Cl)cc4)c[nH]n13)CCCC2	14	11	-15	-10	-0.3	-3	-2	-1	-22
CC(=O)N1CCN(CC(=O)Nc2ccc(Cl)c(S(=O)(=O)N(C)C)c2)CC1	14	3	-6	-6	0.1	5	-4	-2	-7
NC12CCc3c(no[n+]3[O-])C1(O)CC(c1ccccc1)=[N+]2[O-] (stereo not given)	18	7	-9	-18	1.1	12	-23	-1	-37
CCOC(=O)c1sc2nc3c(SCC(=O)O)cc(C(=O)c4cc(F)ccc4O)cn3c(=O)c2c1C	19	0	-13	4	0.5	-2	-13	-7	-3
Cc1cc(CNC(=O)c2cc(Br)ccc2Cl)nn1C	25	4	-6	-8	8.9	7	-4	-6	-10
COc1ccc(OC)c(/C=C/C(=O)N2CCN(S(=O)(=O)c3cc(C)ccc3C)CC2)c1	2	-1	-25	-8	-0.2	6	-9	-4	-7
CC(C)N(C(=O)CC1ON(C)C(=O)N1c1ccc(Cl)cc1)C(C)C (stereo not given)	15	3	-16	-5	0.8	8	-11	-4	-10
CCn1c(CC(=O)Nc2ccc(C)cc2)nnc1SCC(=O)Nc1nc(C)cs1	-5	17	-11	-6	0.0	9	7	-1	-5
COc1ccccc1N1CCN(C(=O)CCNS(=O)(=O)c2ccc3c(c2)CCC(=O)N3)CC1	4	3	-9	-13	0.2	-4	3	-6	10
Cc1cc(=O)[nH]c(Nc2cccc(Br)c2)n1	-18	26	-2	-5	8.5	3	19	0	-4
COc1ccc(NC(=O)CN2C(=O)NC3(CCCCCCC3)C2=O)cc1	-26	-1	.	-13	0.2	0	2	1	8
CN(C)CCN1CCN(C2CN(Cc3cn(Cc4ccccc4C(F)(F)F)nn3)S(=O)(=O)C2)CC1 (stereo not given)	20	1	.	-9	0.8	6	-22	-6	-26
COc1ccc(CNC2CC(=O)N(C)C2=O)cc1 (stereo not given)	14	1	-5	-24	0.5	-1	-22	-5	0
CNS(=O)(=O)c1cnccc1N1CCN(c2cccc(C(F)(F)F)c2)CC1	8	7	-23	-6	1.7	5	-7	-2	0
CCCCNC(=O)C1(C)CCCCN1C(=O)c1oc2ccccc2c1C (stereo not given)	13	-2	.	-6	0.3	5	1	-5	-5
Cc1cc(=O)oc2cc(NC(=O)Cc3ccccc3)ccc12	16	3	-5	-20	1.3	11	-13	-5	-12
C=CCN1CN(Cc2ccco2)CNC1=S	19	1	-6	-2	0.1	5	-6	-5	-5
COc1ccccc1-c1nnc(N(C)C(=O)C2CCCO2)s1 (stereo not given)	0	7	0	3	0.1	1	-9	-1	-27
O=C(CSc1nccc(=O)[nH]1)Nc1ccc(S(=O)(=O)N2CCOCC2)cc1	-8	6	-11	-5	0.2	2	-4	-4	-15
S=c1[nH]nc(-c2cc(-c3ccccc3)n[nH]2)n1/N=C/c1ccc(Cl)c(Cl)c1	25	-1	-5	-29	2.2	6	-2	-3	-7
CCc1ccc(C2=CSC3=NCCN23)cc1	13	-1	-2	-6	-0.4	7	13	-7	-6
O=C(CN1CCC(c2nc3ccccc3s2)CC1)NCc1cccs1	4	9	4	25	8.3	8	-6	0	-4
C=CCc1ccc(OCCCNCc2ccccc2)c(OC)c1	-8	14	-15	-23	-0.3	-10	3	-8	14
COc1cc(CN(C)CC2CCCN(CCc3cccc(C(F)(F)F)c3)C2)ccc1O (stereo not given)	7	-1	-22	1	0.4	-29	-12	-9	49*
CN(C)c1ccc(-c2nnn(CC(=O)NCc3ccc4c(c3)OCO4)n2)cc1	10	4	-6	7	1.5	5	-9	0	-3
Cc1ccc(C(=O)Oc2ccc(C(=O)COC(=O)C3CC(=O)N(Cc4ccco4)C3)cc2)cc1 (stereo not given)	11	.	-1	.	0.6	6	7	0	-2
C(=N\N1CCN(c2ccccn2)CC1)/c1ccccn1	9	2	-23	-22	0.8	-1	-6	-7	-2
CCOC(=O)C1CCCN(S(=O)(=O)c2ccc(S(N)(=O)=O)cc2)C1 (stereo not given)	-4	8	-4	24	1.7	-2	-2	-5	5
CC1CCCCN1CCNC(=O)CCc1nnc2n(Cc3ccccc3)c(=O)c3ccccc3n12 (stereo not given)	20	0	-9	-1	0.3	-8	-6	-14	-3
CCCCn1nc(C(=O)Oc2ccc3c(C)cc(=O)oc3c2)c2ccccc2c1=O	5	1	2	-1	-0.1	4	-10	-2	-5
COc1ccc(/C=C(/C#N)C(=O)Nc2ccc(O)cc2)cc1C(=O)O	-2	5	-14	2	-0.3	9	-7	0	-11
CCOc1ccc(CCNC(=O)COC(=O)c2c(C)nn(-c3ccccc3)c2C)cc1OCC	4	1	-30	-56	-0.5	2	-7	-6	4
CCn1cc(C(=O)NCCCN(C)c2ccccc2)c(=O)c2cc(S(=O)(=O)N(C)C)ccc21	12	2	-6	11	1.8	-3	-1	-10	-4
O=C(/C=C/c1ccc(F)cc1)NC(=S)NNC(=O)c1cnccn1	-21	2	-12	-53	0.1	12	5	0	-14
CCNC(=O)C1(C)CCN(C(=O)c2ccc(OC)cc2OC)C1 (stereo not given)	9	1	.	-7	0.2	8	-12	-2	-10
COc1cc2sc(NC(=O)c3ccco3)nc2cc1Cl	0	2	-6	-23	0.2	4	9	-3	-1
COc1ccc(-c2nnc(SCC#CCO)o2)cc1OC	10	5	-38	-4	0.1	-2	3	-2	2
COc1ccc(SCC(O)Cn2c3ccccc3c3ccccc32)c(OC)c1 (stereo not given)	3	-1	.	22	1.0	.	-25	.	.
CN(C)S(=O)(=O)n1cc(/C=C(\NC(=O)c2ccccc2Cl)C(=O)NCCCN2CCOCC2)c2ccccc21	11	7	-19	25	3.4	-13	-1	-2	26
CCOc1ccccc1-c1nc(-c2cc3ccccc3nc2OC)no1	8	-1	-30	14	0.2	-1	-3	-4	-11
Fc1ccc(Oc2cnns2)cc1	12	0	8	-19	0.3	8	-6	-5	-6
O=S(=O)(/N=C(/c1ccccc1)N1CCCCC1)c1ccccc1	4	-2	-2	-13	-0.1	-4	-5	-4	-4
Cc1ccc(C(=O)COC(=O)C(C)N2C(=O)C3C4CCC(C4)C3C2=O)cc1C (stereo not given)	-20	4	-8	0	4.1	0	12	0	11
O=[N+]([O-])c1ccccc1S(=O)(=O)NCCSCc1ccco1	14	1	-1	9	0.5	4	-12	-7	-9
CC(=O)Nc1cc(-c2cccc(F)c2)cn2c(-c3ccc(F)c(Cl)c3)cnc12	-4	-2	.	34	-0.2	0	-1	0	-3
Cc1onc(-c2ccccc2)c1C(=O)NC(=S)NNC(=O)c1ccccc1O	-13	164*	18	57*	77*	-21	13	74*	16
COc1ccc(OCC(O)CN(CC(O)COc2ccc(OC)cc2)c2cccc(O)c2)cc1 (stereo not given)	-5	12	-3	37	3.8	-7	3	-1	28
O=C(Nc1cccc(S(=O)(=O)N2CCOCC2)c1)C12CC3CC(CC(C3)C1)C2	-4	2	-13	0	0.2	-1	-4	0	5

# (cont.)
mol	M1 PAM parental	TAAR1 ag	CHO parental Ca	TAAR1 antagonist	CHO-K1 Ca ag	CHRM1 PAM	CHO-K1 Ca antag	M1 ag	M1 antag
CCN1C(=O)[C@@H]2[C@@H](c3ccc(SC4CCCCC4)c(OC)c3)N3CCCC[C@@]3(C(=O)OC)[C@@H]2C1=O	15	2	-29	-5	-0.7	7	-20	-1	-15
COc1cc(/C=C(\C#N)C(=O)Nc2ccc(C(=O)O)cc2)ccc1OC(=O)c1cccc(F)c1	7	0	-2	9	-0.1	3	0	-1	-10
C=CCn1c(SCC(=O)NC2CCCCC2)nnc1-c1cccnc1	-1	0	-5	2	0.0	9	2	-5	-9
Cc1ccc(-n2c(C)cc(/C=N/NC(=O)c3ccncc3)c2C)cc1C	-3	7	-16	-7	0.9	-3	-5	-5	8
O=C(CCS(=O)(=O)Cc1ccccc1F)N1CCc2ccccc2C1	13	13	7	-1	0.6	1	2	-3	-4
O=C(CC1C(=O)NCCN1Cc1c(F)cccc1Cl)NCCC1=CCCCC1 (stereo not given)	-5	2	1	-22	0.6	15	-9	-1	-14
COc1ccccc1C1CC(c2cccs2)=NN1C(=O)CCC(=O)O (stereo not given)	1	1	-5	-14	0.8	11	0	-3	-21
CC(c1nc2ccccc2c(=O)[nH]1)N1CCN(S(=O)(=O)c2ccc(F)c(Cl)c2)CC1 (stereo not given)	8	5	.	37	7.2	-11	-11	-1	-2
O=C(Nc1nc2cc3c(cc2s1)OCO3)c1ccco1	-2	0	.	4	0.0	5	10	1	-5
Cc1ccc(S(=O)(=O)N2CC3CCC2C3)cc1 (stereo not given)	15	6	2	-14	3.7	-2	5	-1	10
CCOc1ccc(-c2nc(CSCC(=O)NC3CCN(Cc4ccccc4)CC3)c(C)o2)cc1	13	3	.	-7	7.4	-8	2	2	9
O=C(c1cccc(OC(F)F)c1)N1CCN(c2ncccn2)CC1	10	5	-4	-26	0.2	10	-14	0	-14
COc1cccc(CN2CCNC(=O)C2CC(=O)N(C)C2CCOCC2)c1 (stereo not given)	8	0	4	4	-0.1	11	-12	-1	-12
c1ccc(-c2nnc3n2-c2ccccc2SC3)cc1	1	-1	-16	-20	0.9	12	-5	-2	-14
Cc1cc(O)c(C(C)C)cc1NS(=O)(=O)c1ccccc1	0	5	6	-12	0.1	8	9	2	-8
CCOC(=O)C/C(C)=N/NC(=O)CN(c1ccc(Br)cc1)S(=O)(=O)c1ccccc1	16	-2	-34	3	0.2	7	-11	-5	-11
O=C(COc1ccccc1)N1CCN=C1SCc1cccc(F)c1	10	1	-17	-7	0.7	7	-5	-3	-8
COc1ccc(CC(=O)NCc2nnc(SCC(=O)Nc3ccccc3)n2C)cc1	24	1	-7	-4	0.9	11	0	-9	-4

# Reformatted as labelled records: part of the list above.
compound: CCOc1ccc(-c2nc(CSCC(=O)NC3CCN(Cc4ccccc4)CC3)c(C)o2)cc1
  M1 PAM parental: 13 | TAAR1 ag: 3 | CHO parental Ca: . | TAAR1 antagonist: -7 | CHO-K1 Ca ag: 7.4 | CHRM1 PAM: -8 | CHO-K1 Ca antag: 2 | M1 ag: 2 | M1 antag: 9
compound: COc1ccccc1C1CC(c2cccs2)=NN1C(=O)CCC(=O)O (stereo not given)
  M1 PAM parental: 1 | TAAR1 ag: 1 | CHO parental Ca: -5 | TAAR1 antagonist: -14 | CHO-K1 Ca ag: 0.8 | CHRM1 PAM: 11 | CHO-K1 Ca antag: 0 | M1 ag: -3 | M1 antag: -21

# Compound activity deposited in PubChem BioAssay by The Scripps Research Institute Molecular Screening Center.

# Not a hit list (roughly 4.4% active in at least one column).
